GALK inh = inhibits human galactokinase; AID 1347072; 44,000 tested, under 10 active; recombinant GALK, Kinase-Glo ATP luminescence, 1 h; Potency, µM (highest dose often 57.5 µM), without a hit: at the top dose activity, negative = inhibition, most hits filed as inhibitors; P51570;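 note: plate controls were full GALK reaction for no effect and reaction lacking GALK for full effect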
Target sequence (P51570 whole entry, looked up): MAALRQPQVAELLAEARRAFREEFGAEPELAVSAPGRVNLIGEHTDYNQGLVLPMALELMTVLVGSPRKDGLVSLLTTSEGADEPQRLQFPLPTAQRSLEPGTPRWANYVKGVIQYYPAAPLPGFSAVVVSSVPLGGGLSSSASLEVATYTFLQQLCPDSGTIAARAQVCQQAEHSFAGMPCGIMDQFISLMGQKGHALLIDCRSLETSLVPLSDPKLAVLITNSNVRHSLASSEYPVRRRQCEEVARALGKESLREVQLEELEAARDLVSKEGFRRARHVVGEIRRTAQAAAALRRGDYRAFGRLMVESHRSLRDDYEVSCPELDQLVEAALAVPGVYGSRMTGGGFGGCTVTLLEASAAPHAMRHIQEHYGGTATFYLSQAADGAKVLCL
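Human GALK (5 nM) was incubated with 35 uM ATP and 100 uM galactose in 20 mM HEPES pH 8.0 with MgCl2, NaCl, DTT and BSA for 1 h at room temperature. Remaining ATP was measured by Kinase-Glo Plus luminescence.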
p53null 39C kill = kills p53 null cells at the nonpermissive temperature. H1299 p53-null (neo) cells, 39C, ATPlite viability, 24 h. 55,000 tested, 0.97% active. Potency, µM (series often up to 46.1 µM), without a hit: top-dose activity, negative = cell killing, most hits filed as cytotoxic;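 note: potency is the fitted concentration of half-maximal effect; 0% = DMSO only and -100% = full killing by 100 µM tamoxifen; nearly all actives have a fitted effect of over 50% in size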
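Following overnight plating at 37C (600 cells/well), H1299-neo or H1299-p53A138V cells are dosed up to 46 uM. Incubation lasts 24 hr at 39C before ATP detection.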
p53null 32C tox = p53 null cell cytotoxicity, permissive temperature | Potency, µM (series often up to 46.1 µM), without a hit: at the highest dose activity change, negative = cytotoxicity, most hits filed as cytotoxic | H1299-neo p53 null cells, ATP luminescence, 24 h, 32C | 55,000 tested, 0.62% active;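 note: potency is the fitted concentration of half-maximal effect; 0% = DMSO only and -100% = full killing by 100 µM tamoxifen; nearly all actives have a fitted effect of over 55% in size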
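H1299-neo (p53 null) cells, 600/well, treated 24 h at 32C with compound up to 46 uM; ATPlite luminescence viability, normalized to DMSO and 100 uM tamoxifen; AC50 by Hill fit.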
FH mod = Identification of activators of human fumarate hydratase by quantitative high-throughput screening. Fumarate hydratase, mitochondrial (Homo sapiens), P07954. FH coupled MDH/diaphorase resazurin fluorescence, 15 min. Potency, µM (top dose mostly 79.9 µM), without a hit: at the highest dose activity change, negative = inhibition, actives largely listed as inhibitors. 54,000 tested, 0.22% active; note: potency is the fitted concentration of half-maximal effect; % is set by controls: 0 for no effect and ±100 for the full control effect; the screen sought activators but most active calls are inhibition curves; nearly all actives have a fitted effect of over 45% in size
B2AR arrestin ag = ADRB2 beta-arrestin recruitment; 44,000 tested, under 10 active; P07550; Potency, µM (top dose mostly 46.1 µM), for inactives: at the highest dose activation, hits mostly activators; HTLA Tango cells, beta-arrestin recruitment, luciferase luminescence, 18 h;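 note: potency is the fitted concentration of half-maximal effect; 0% = DMSO and full agonism = EC100 isoproterenol or metaproterenol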
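Receptor–beta-arrestin recruitment read by tTA-responsive luciferase: compound titrations (up to 46 µM) incubated 18 h with Tango cells, then luminescent substrate 15 min at room temperature. Concentration-response fits classified by r2, efficacy and activity.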
TSG101-PTAP inh = inhibitors of HIV-1 PTAP binding to human TSG101, validation. Fluorescence polarization, FITC-PTAP peptide/Tsg101, 20 min. Q99816. 44,000 tested, under 10 active. Potency, µM (series often up to 115 µM), for the others: top-dose activity change, negative = inhibition, most hits filed as inhibitors. AID 1347069; note: potency is the fitted concentration of half-maximal effect; 0% is about no effect
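Steps: Tsg101 binding domain (10 uM final) in HEPES pH 7.5/NaCl/Tween 20/EDTA/TCEP; add compound; add FITC-PTAP peptide (50 nM final); incubate 20 min r.t.; read polarization.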
NTMT1 inh = inhibitors of human N-terminal methyltransferase NTMT1. Q9BV86. NTMT1 MTase-Glo SAH luminescence, purified enzyme. Potency, µM (highest dose often 114 µM), without a hit: at the highest dose activity change, negative = inhibition, hits mostly inhibitors. 59,000 tested, 2.5% active. AID 1645870;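 note: potency is the fitted concentration of half-maximal effect; plate controls were DMSO vehicle for no effect and no enzyme for full effect; nearly all actives have a fitted effect of over 65% in size; many of its hits are not listed in these tables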
Target sequence (Q9BV86 whole entry, looked up): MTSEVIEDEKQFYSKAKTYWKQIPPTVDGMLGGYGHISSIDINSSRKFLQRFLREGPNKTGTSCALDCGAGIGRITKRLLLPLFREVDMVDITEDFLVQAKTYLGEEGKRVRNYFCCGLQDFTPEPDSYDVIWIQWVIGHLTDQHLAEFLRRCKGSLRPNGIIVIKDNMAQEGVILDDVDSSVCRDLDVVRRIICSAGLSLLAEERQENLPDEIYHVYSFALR
Numbers without * were called inactive; ? = inconclusive; · = not tested or not shown; [ ] = another dose, or the depositor's remark. Calls come from the whole dose curve; as a rule, active = well fitted curve in the direction sought with a large enough effect; inconclusive = small, poorly fitted or top-dose-only effect, or another doubt; inactive = no such curve, though single readings can be large; an effect the other way counts as inactive or inconclusive. These rows are one share of the data; count on the stated rates, not on these rows.

The opening 2 records, ahead of the listing:
mol | B2AR arrestin ag | TSG101-PTAP inh | FH mod | p53null 39C kill | GALK inh | NTMT1 inh | p53null 32C tox
Cn1cc(C(=O)NCCc2ccccc2)c(=O)c2cc(S(=O)(=O)N3CCCCCC3)ccc21 | 1% | -5% | -18% | -2% | -4% | -3% | 3%
Cc1ccc(NC(=O)Cn2cc(S(=O)(=O)NC(C)C)c(S(=O)(=O)NC(C)C)c2)cc1Cl | -1% | -5% | ? | -8% | -2% | 5% | 7%

Main list (from the top)
mol | B2AR arrestin ag | TSG101-PTAP inh | FH mod | p53null 39C kill | GALK inh | NTMT1 inh | p53null 32C tox
Cn1cc(C(=O)NCCc2ccccc2)c(=O)c2cc(S(=O)(=O)N3CCCCCC3)ccc21 | 1% | -5% | -18% | -2% | -4% | -3% | 3%
Cc1ccc(NC(=O)Cn2cc(S(=O)(=O)NC(C)C)c(S(=O)(=O)NC(C)C)c2)cc1Cl | -1% | -5% | ? | -8% | -2% | 5% | 7%
CCOC(=O)c1[nH]c(C)c(CCC(=O)Nc2cc(C)ccc2OC)c1C | 0% | -5% | -4% | -9% | 3% | 15% | 2%
Cc1ccccc1CN1CCN(CC(=O)NCc2ccccc2Cl)C1=O | 0% | 0% | 2% | 9% | 2% | 13% | -11%
Cc1cccc(N(C)C(=O)C2CCN(S(=O)(=O)c3cccc4nonc34)CC2)c1 | -2% | -6% | 6% | 11% | -2% | 1% | 1%
CC(C)CC(=O)N1CC(=O)Nc2ccc(F)cc2C1c1ccccc1 (configuration not stated) | -1% | -5% | -18% | 11% | 6% | -3% | 7%
COc1ccc(S(=O)(=O)c2nnn(-c3ccccc3F)c2C)cc1 | -2% | -1% | -10% | -9% | 0% | 12% | -1%
CCc1cccc(NC(=O)Cn2c(=O)n(CC3CCC(C(=O)NCCc4ccccc4)CC3)c(=O)c3ccccc32)c1 (configuration not stated) | -2% | 4% | -2% | -18% | 1% | 4% | 10%
O=C(NCc1ccc(F)cc1)C(=O)NCC(c1cccs1)S(=O)(=O)c1cccs1 (configuration not stated) | -4% | -2% | -15% | ? | -8% | 5% | 5%
Cc1ccc(CCNC(=O)c2sc3ncccc3c2-n2cccc2)cc1 | 1% | 2% | -12% | ? | -1% | -7% | 12%
Cc1ccc(Cn2c(C(=O)O)c(CNC3CCCC3)c3ccc(C)cc32)cc1 | 0% | -7% | ? | ? | 1% | -17% | -6%
CC(CNC(=O)c1ccc(CSc2nc3ccncc3n2Cc2ccc(F)cc2)cc1)c1ccccc1 (configuration not stated) | 0% | -6% | -18% | 26% | 0% | 1% | 26%
COc1ccc(-c2cc(C(=O)Nc3c(C)nn(Cc4ccc(C)cc4)c3C)no2)cc1OC | 1% | 1% | · | 20% | 3% | · | 15%
COc1ccc(NC(=O)CC2C(=O)N(c3cccc(OC)c3)C(=O)N2Cc2ccc3c(c2)OCO3)cc1 (configuration not stated) | -1% | -5% | -8% | 3% | -9% | 17% | -1%
CCCn1cc(S(=O)(=O)c2ccccc2)c(=O)c2cc(F)c(N3CCCCCC3)cc21 | 1% | 1% | -17% | -15% | 0% | 5% | 11%
Cc1ccc(/C=C/c2onc(C)c2S(=O)(=O)N2CCC(C(=O)NCc3ccco3)CC2)cc1 | -1% | 2% | -4% | 0% | 1% | -3% | -2%
Cc1nn(-c2ccc(N3CCCC3)nn2)c(C)c1CCC(=O)N1CCN(c2ccccc2F)CC1 | 2% | -9% | · | 9% | -10% | · | -10%
COc1ccccc1CNc1nc(-c2ccco2)nn1S(=O)(=O)c1ccc(Cl)cc1 | -5% | -1% | -9% | -1% | 3% | -3% | -10%
COc1ccccc1CNC(=O)Cn1c(=O)ccc2cc(S(=O)(=O)N3CCC(C)CC3)ccc21 | -1% | 4% | -15% | 19% | 4% | -3% | 17%
CCc1nn(CC(=O)NC(C)C)c(=O)c2cc3cc(F)ccc3n12 | -2% | 1% | · | 10% | -3% | · | -6%
CCc1ccccc1N(C)C(=O)Cn1cnc2sc(C)c(S(=O)(=O)N3CCC(C)CC3)c2c1=O | 8% | 1% | 0% | 33%[activator] | -5% | 12% | -1%
CCOC(=O)c1ccc(NC(=O)c2cccc3c(=O)c4c([nH]c23)CCCC4)cc1 | -2% | 1% | 5% | 2% | 3% | -8% | 6%
COc1ccc(OCCn2cc(C(=O)C3CCCCC3)c3ccccc32)cc1 | 0% | 0% | ? | -24% | 4% | 0% | -7%
Cc1cc(=O)[nH]c(SCC(=O)N2CCN(c3ccccc3)CC2)n1 | 0% | 0% | -4% | -5% | 2% | 9% | -1%
Cn1cnc(S(=O)(=O)N2CCCC(C(=O)NCc3ccc(Cl)cc3)C2)c1 (configuration not stated) | 0% | -9% | 5% | -6% | 0% | 16% | 0%
CCOc1ccc(N2C(=O)N(Cc3ccc(C)cc3C)c3ccccc3S2(=O)=O)cc1 | -2% | 0% | -17% | 6% | -3% | 13% | -6%
Cc1ccc(CNC(=O)c2sc3nc(-c4ccc(F)cc4)ccc3c2N)cc1 | -1% | 0% | -6% | -27% | 1% | 0% | -12%
CCCC(=O)OC1=CN(Cc2ccccc2)S(=O)(=O)c2ccccc21 | -3% | -4% | -16% | 1% | -6% | 5% | -3%
CC(C)C[C@H](N)c1nnc(SCc2ccc(Cl)cc2Cl)o1 | 0% | 0% | -12% | ? | 8% | -5% | -1%
CCOC(=O)c1cc(-c2ccc(OC)c(S(=O)(=O)NC3CCCCC3)c2)on1 | -1% | -5% | -11% | -13% | 2% | -1% | -7%
CCOc1ccc(CN2C(=O)c3ccccc3Sc3ccc(C(=O)OC)cc32)cc1 | 2% | 5% | -24% | 1% | 2% | 4% | 21%
CCOC(=O)c1c(NC(=O)c2cc(C)on2)sc(C)c1C | -2% | 0% | 0% | -14% | -5% | ? | 4%
CCc1cccc(CC)c1-n1nnc2c(sc3nc(C)cc(C)c32)c1=O | -1% | 1% | -20% | 13% | -12% | 12% | 9%
COC(=O)c1ccccc1NC(=O)c1cc(=O)c2ccc(C)c(C)c2o1 | -1% | 2% | -10% | -8% | 2% | -4% | -14%
Cc1ccc(N2CCN(C(=O)c3cn(C)c4ccc(S(=O)(=O)N(C)C)cc4c3=O)CC2C)cc1 (configuration not stated) | 1% | -4% | -3% | 1% | 2% | 18% | 5%
Cc1ccc(NC(=O)N2CC3CCCN3c3ccccc32)c(C)c1 (configuration not stated) | 0% | -1% | -1% | 3% | -2% | -16% | 1%
Cc1ccccc1S(=O)(=O)Cc1ccc(C(=O)NC2CCCCC2)o1 | 8% | -9% | -6% | -10% | 0% | ? | 3%
CCOc1ccccc1CNC(=O)C1CCN(c2nc3ccccc3nc2C(F)(F)F)CC1 | 0% | 0% | 3% | -2% | -1% | 7% | 0%
CCC1=Nc2cc(C(=O)NC3CCCC3)ccc2Sc2ccc(Cl)cc21 | -1% | -3% | -17% | 30% | 2% | 13% | 20%
CCOC(=O)c1cccc(NC(=O)NCc2cccn2Cc2ccccc2)c1 | 6% | 2% | 0% | -17% | 1% | 1% | 2%
CCOC(=O)C1CCN(C(=O)CSc2n[nH]c(-c3ccccc3)n2)CC1 | -1% | 0% | -19% | 4% | 6% | 8% | -1%
CCCOc1ccc(CN(C(=O)Cc2coc3ccc(CC)cc23)C2CCS(=O)(=O)C2)cc1 (configuration not stated) | 1% | 3% | ? | 22% | 2% | 23% | 20%
CCc1ccccc1NC(=O)Cn1c(=O)n(-c2cccc(C)c2)c(=O)c2c1c1cc(OC)ccc1n2C | 0% | 2% | -2% | 18% | 4% | 2% | 0%
CC(C)N(C(=O)Cn1cc(S(=O)(=O)Cc2ccc(Cl)cc2)c2ccccc21)C(C)C | 1% | -12% | 2% | -9% | 3% | ? | -10%
CCOC(=O)Cc1ccc(NC(=O)Nc2ccccc2OCc2cc(=O)n3ccccc3n2)cc1 | 1% | -1% | -2% | ? | -1% | 0% | -25%
CCn1ccc2cc(S(=O)(=O)N3CCCN(C(=O)Nc4ccc(C)c(F)c4)CC3)ccc21 | -1% | -3% | -7% | 7% | -1% | 0% | -3%
CC(C)CN1CCc2nc(N3CCN(C)CC3)ncc2C1 | 0% | -1% | 9% | -13% | 0% | -1% | -2%
O=C(NCc1ccccc1Cl)c1ccc(Nc2nc3ccccc3n3nnnc23)cc1 | 1% | 4% | -2% | 4% | 0% | -3% | -18%
Cc1cc(S(=O)(=O)NCC(c2ccco2)S(=O)(=O)c2cccs2)ccc1F (configuration not stated) | -1% | -1% | -3% | 15% | -1% | -3% | 5%
O=C(c1ccco1)c1cn(CCOc2ccc(Cl)cc2)c2ccccc12 | -1% | -1% | -4% | 8% | 2% | 2% | -3%

Looked up above.
Under TSG101-PTAP inh, CCOC(=O)c1cc(-c2ccc(OC)c(S(=O)(=O)NC3CCCCC3)c2)on1 has the entry -5%
Under GALK inh, CCOc1ccc(N2C(=O)N(Cc3ccc(C)cc3C)c3ccccc3S2(=O)=O)cc1 has the entry -3%
Under p53null 32C tox, CCOC(=O)c1[nH]c(C)c(CCC(=O)Nc2cc(C)ccc2OC)c1C has the entry 2%
Under p53null 32C tox, CCOc1ccc(CN2C(=O)c3ccccc3Sc3ccc(C(=O)OC)cc32)cc1 has the entry 21%
Under B2AR arrestin ag, COc1ccc(S(=O)(=O)c2nnn(-c3ccccc3F)c2C)cc1 has the entry -2%
Under TSG101-PTAP inh, CCOC(=O)c1ccc(NC(=O)c2cccc3c(=O)c4c([nH]c23)CCCC4)cc1 has the entry 1%

Screens as filed in PubChem.
